# Bioassay records: PubChem BioAssay, National Center for Advancing Translational Sciences (NCATS)
# Abeta rescue = qHTS for compounds that reverse cellular toxicity of Amyloid beta (A-beta) peptide in yeast: Primary Screen | AID 1347071, 2019 | Potency, µM (series often up to 46.1 µM), without a hit: top-dose growth rescue, most hits filed as activators | 410,000 tested, 0.063% active | yeast expressing A-beta42, growth rescue, OD600, 48 h; response scale: 0% DMSO, 100% iron-clioquinol control; note: potency is the fitted concentration of half-maximal effect; nearly all actives have a fitted effect of over 55% in size
#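 Growth rescue measured by 600 nm absorbance after 48 h yeast culture at 30 C with compound. Values normalized between DMSO and an equimolar ferric chloride plus clioquinol control.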
# GLP-1R inv ag = qHTS of GLP-1 Receptor Inverse Agonists (Inhibition Mode). 410,000 tested, 1.6% active. HEK293 GLP-1R CRE-luciferase, luminescence, 24 h; GLP-1R form is constitutively active. Potency, µM (series often up to 38.3 µM), for inactives: top-dose activity change, negative = inhibition, most hits filed as inhibitors. Glucagon-like peptide 1 receptor (Homo sapiens), P43220; note: potency is the fitted concentration of half-maximal effect; % is set by controls: 0 for no effect and ±100 for the full control effect; nearly all actives have a fitted effect of over 55% in size
#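 Assay principle: reduced luminescence from a cAMP-responsive reporter in HEK293 cells co-expressing a constitutively active GLP-1R. Conditions: 24 hr compound incubation, 37 deg C, 5% CO2.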
# GLP1R ag = qHTS of GLP-1 Receptor Agonists | Glucagon-like peptide 1 receptor (Homo sapiens), P43220 | HEK293 GLP-1R CRE-luciferase, luminescence, 4-6 h; cells express a hypersensitive GLP-1R form | Potency, µM (titrated, usually from 45.6 µM), without a hit: at the top dose activation, most hits filed as activators | 380,000 tested, 0.007% active; note: potency is the fitted concentration of half-maximal effect; % of control where 0% means no effect
# pAkt inh = HTS Assay for Inhibitors of Akt Phophorylation: Primary Screen; Neuro2A IGF-stimulated pAkt S473 HTRF, 20 min; active compounds read low; 360,000 tested, 0.32% active; activity change, % for hits at 50 µM; AID 651550, 2012; in the data active = activity change below about -80%; inconclusive = mostly about -51% to -80%; note: % is set by controls: 0 for no effect and ±100 for the full control effect
#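 Single-point screen (50 µM final compound) in Neuro2A cells stimulated 20 min with 6 nM IGF at 37 deg C. After lysis, Ser473-phosphorylated Akt read by HTRF (ex 330 nm, em 615/665 nm) as the 665/615 ratio.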
# D3 antag = qHTS of D3 Dopamine Receptor Antagonist: qHTS; D(3) dopamine receptor (Homo sapiens), P35462; 360,000 tested, 2.5% active; max response, negative = inhibition, %; AID 652054, 2013; D3R cells, DiscoveRx beta-arrestin luminescence, antagonist mode; active compounds read low; in the data active = max response below about -50%; inconclusive = no clear call, values can overlap the other calls; note: % is set by controls: 0 for no effect and ±100 for the full control effect; mostly tested at two doses, the higher about 12 µM
# Target sequence (P35462 whole entry, looked up): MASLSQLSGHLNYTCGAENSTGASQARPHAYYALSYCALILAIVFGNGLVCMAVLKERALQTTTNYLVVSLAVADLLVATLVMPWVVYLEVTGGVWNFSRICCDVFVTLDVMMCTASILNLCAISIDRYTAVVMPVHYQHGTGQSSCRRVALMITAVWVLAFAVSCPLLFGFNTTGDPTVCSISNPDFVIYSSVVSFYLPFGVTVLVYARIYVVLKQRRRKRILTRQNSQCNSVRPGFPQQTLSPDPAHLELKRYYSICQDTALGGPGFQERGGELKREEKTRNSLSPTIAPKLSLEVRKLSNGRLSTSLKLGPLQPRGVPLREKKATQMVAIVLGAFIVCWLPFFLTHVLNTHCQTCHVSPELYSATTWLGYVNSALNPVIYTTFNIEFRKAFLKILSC
#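 Cells plated overnight at 1500 cells/well, then exposed to library compounds with dopamine controls for 90 minutes at 37 degrees C. DiscoveRx reagent added for 30–60 minutes at room temperature; luminescence read, quantitative HTS format.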
# PTHR1 ag = qHTS for PTHR1 Agonists: Primary Screen; Potency, µM (highest dose often 115 µM), for inactives: at the top dose activation, usual class: activators; HEK293 GP2 PTHR1 cells, GloSensor cAMP luminescence, 1 h; AID 743266, 2014; Parathyroid hormone/parathyroid hormone-related peptide receptor (Homo sapiens), Q03431; 410,000 tested, 0.075% active; note: potency is the fitted concentration of half-maximal effect; nearly all actives have a fitted effect of over 55% in size; some results filed as inactive show a strong effect at the top dose; inactives centre near -15; many of its hits are not listed in these tables
# Target sequence (Q03431 whole entry, looked up): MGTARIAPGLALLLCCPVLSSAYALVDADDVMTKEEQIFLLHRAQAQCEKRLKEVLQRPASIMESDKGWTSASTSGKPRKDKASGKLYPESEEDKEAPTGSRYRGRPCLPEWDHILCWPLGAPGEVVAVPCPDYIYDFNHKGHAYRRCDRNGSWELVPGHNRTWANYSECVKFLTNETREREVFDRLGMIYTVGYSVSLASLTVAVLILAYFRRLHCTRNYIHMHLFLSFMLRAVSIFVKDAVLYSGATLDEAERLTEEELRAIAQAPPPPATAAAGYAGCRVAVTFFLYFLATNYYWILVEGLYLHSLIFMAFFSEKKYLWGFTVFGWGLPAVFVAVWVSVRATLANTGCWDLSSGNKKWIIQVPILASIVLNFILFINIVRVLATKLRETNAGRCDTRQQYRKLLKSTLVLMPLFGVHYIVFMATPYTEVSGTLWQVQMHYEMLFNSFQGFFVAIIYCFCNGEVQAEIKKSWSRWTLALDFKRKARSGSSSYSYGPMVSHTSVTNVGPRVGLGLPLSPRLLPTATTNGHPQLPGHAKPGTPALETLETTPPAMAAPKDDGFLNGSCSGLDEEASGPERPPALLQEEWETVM
#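 HEK-293-derived GP2 cells expressing PTHR1 and a GloSensor cAMP reporter, 3,000/well, plated overnight, given luciferin plus IBMX (each 0.5 mM as added) for 1 h at 37 °C, then compound for 1 h at 37 °C. Luminescence was read after 15 min at room temperature.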
# aSyn yeast inh = qHTS of alpha-syn Inhibitors; AID 652106, 2013; Potency, µM (top dose mostly 46.1 µM), for inactives: at the highest dose growth rescue (activation), actives largely listed as activators; 370,000 tested, 0.14% active; Yeast expressing alpha-synuclein, growth rescue, BacTiter-Glo, 24 h; note: potency is the fitted concentration of half-maximal effect; % of control where 0% means no effect; nearly all actives have a fitted effect of over 65% in size
#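 Readout is rescue of growth in alpha-synuclein-expressing yeast, so inhibitors of toxicity appear as activators. Growth after 24 hr at 30 deg C in galactose medium is quantified by luminescence.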
# TDP43 rescue = qHTS of TDP-43 Inhibitors | TDP-43 expressing yeast growth rescue, BacTiter-Glo, 24 h | Potency, µM (highest dose often 46.1 µM), for the others: at the highest dose growth rescue (activation), hits mostly activators | 410,000 tested, 1.8% active | AID 652104, 2013; note: potency is the fitted concentration of half-maximal effect; % of control where 0% means no effect; nearly all actives have a fitted effect of over 50% in size
#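 Yeast cells expressing TDP-43 under galactose induction are exposed to compounds for 24 hr at 30 deg C. BacTiter-Glo luminescence measures growth, so protective compounds score as activators.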
# FUS yeast rescue = qHTS for Suppressors of FUS Proteinopathy: Primary screen using FUS-linked yeast assay; 390,000 tested, 0.24% active; S. cerevisiae FUS-expressing, growth rescue, OD600, 24 h; Potency, µM (doses to about 76.6 µM), for the others: at the top dose growth rescue (activation), actives largely listed as activators;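 note: potency is the fitted concentration of half-maximal effect; plate controls were DMSO vehicle for no effect and reference control for full effect; nearly all actives have a fitted effect of over 55% in size; some results filed as inactive show a strong effect at the top dose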
#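 Compound concentration series was pinned onto galactose-induced FUS-expressing yeast seeded at OD 0.005. Plates sat 24hr at 30C; absorbance at 600 nm gave growth. DMSO served as background control.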
# Starred values were filed as active, the others as inactive; i = inactive; u = inconclusive; x = no result given; & = joins results of further samples; [ ] = remark or other dose. Unless noted, calls come from the whole dose curve; as a rule, active = well fitted curve in the direction sought with a large enough effect; inconclusive = small, poorly fitted or top-dose-only effect, or another doubt; inactive = no such curve, though single readings can be large; an effect the other way counts as inactive or inconclusive. These rows are one share of the data; the hit share may differ from the screen's.
SMILES,Abeta rescue,GLP-1R inv ag,GLP1R ag,pAkt inh,D3 antag,PTHR1 ag,aSyn yeast inh,TDP43 rescue,FUS yeast rescue
CCCCNC(=O)CN1CCN(c2ncc(NC(=O)c3ccc(Cl)cc3)cc2C(=O)O)CC1,-6%,-3%,x,x,x,-76%[inhibitor],x,-8%,-6%
CC(C)(C)C1=Nn2c(nnc2-c2ccco2)SC1,12%,63%[activator],1%,i,-2,-4%,1%,12%,9%
COC(=O)c1ccc2c(=O)n(C3CCCCC3)c(SCC#N)nc2c1,9%,4%,4%,i,55,-70%[inhibitor],0%,6%,25%
O=CN1CCN(C(=O)CC(c2ccccc2)c2cc(Br)ccc2O)CC1 (stereo unspecified),11%,0%,0%,i,-20,i,-2%,4%,-14%
CC1(C)Cc2c(sc3ncnc(NN)c23)CO1,u,19%,9%,i,-2,i,-5%,0%,-16%
Cc1ccc(S(=O)(=O)N2CCCCCC2)cc1[N+](=O)[O-],-3%,u,15%,i,4,i,-4%,u,-7%
Cc1cc(NS(=O)(=O)c2ccc(CC(C)C)cc2)no1,3%,-3%,9%,i,-21,i,2%,18µM*,-12%
Cc1ccc(Nc2nnc(SCC(=O)NCC3CCCO3)s2)cc1C (stereo unspecified),7%,-29%,2%,i,-1,-75%[inhibitor],-4%,17%,-7%
O=C(CCN1C(=O)C2C3C=CC(C4CC34)C2C1=O)Oc1ccc(Br)cc1 (stereo unspecified),3%,-8%,3%,i,-15,-18%,0%,-17%,2%
Clc1ccc(OCc2cn3cccnc3n2)c2ncccc12,-2%,18%,4%,i,-19,-16%,-3%,12%,24%
CCN(C(=O)C(C)OC(=O)C1C(C(=O)OC)=C(C)NC(C)=C1C(=O)OC)c1ccccc1 (stereo unspecified),2%,2%,6%,i,5,-24%,-1%,-5%,-9%
O=C(c1ccc(CSc2ccccc2)cc1)N1CCN(c2ccccc2)CC1,9%,u,-2%,i,3,i,8%,20%,u
COc1ccc2c(c1)c(=O)c(C(=O)c1ccc(C)c(C)c1)cn2CC(=O)Nc1ccc2c(c1)OCCO2,3%,12%,1%,x,x,-6%,x,16%,-19%
COc1cc(NS(=O)(=O)c2ccc(NC(=O)COc3ccccc3C)cc2)nc(OC)n1,-19%,0%,3%,i,-9,19%[57.5 µM],0%,-20%,u
COC(=O)Cc1nnc(NC(=O)c2ccccc2)s1,6%,2%,15%,i,-21,i,0%,8%,1%
CCCc1cc(=O)oc2c(CN(CC)CC)c(O)c(Cl)cc12,-10%,-16%,6%,i,22,-15%,1%,-5%,u
O=C(C1=C[C@@H](c2ccccc2)C[C@@H](OCCCCO)O1)N1CCOCC1,7%,2%,-4%,i,29,i,-5%,-5%,-8%
COc1ccc(Cn2c(CO)cnc2SCc2ccccc2)cc1,1%,-8%,9%,x,x,i,u,16%,-10%
COc1ccc(CC(=O)NC2CC2)cc1OC,-12%,5%,-6%,i,-5,-3%,-8%,2%,-9%
COC(=O)c1c(C)sc(-c2c(-c3ccc4c(c3)OCCO4)[nH]c3c2c(=O)[nH]c(=O)n3C)c1O,9%,2%,x,x,x,-6%,x,24%,u
CC1CN(c2ccc(NC(=S)NNCCC#N)cc2)CC(C)O1 (stereo unspecified),-1%,-11%,4%,i,-1,-12%,-3%,-6%,14%
CC(C)(C)c1cc(C(c2cccnc2)N2CCN(CCO)CC2)cc(C(C)(C)C)c1O (stereo unspecified),-92%[inhibitor],u,16%,i,-18,-29%,-92%[inhibitor],-93%[inhibitor],24%
Cc1cc(C)n(-c2ccc(C(=O)Oc3ccc4c(c3)OCO4)cc2)n1,0%,13%,0%,i,27,-24%,-21%,23%,1%
Cc1cc2nc(CCl)cc(=O)n2[nH]1,6%,23%,2%,i,12,i,4%,-6%,7%
Cc1ccc2[nH]c3c(c2c1)CCC3=O,-6%,1%,-1%,i,-11,-3%[57.5 µM],12%,-14%,-18%

# Entries above shown as hits in TDP43 rescue.
smiles,GLP-1R inv ag,GLP1R ag,pAkt inh,D3 antag,PTHR1 ag,TDP43 rescue
Cc1cc(NS(=O)(=O)c2ccc(CC(C)C)cc2)no1,-3%,9%,i,-21,i,18µM*

# As a working copy, some entries already given.
SMILES,Abeta rescue,GLP-1R inv ag,GLP1R ag,pAkt inh,D3 antag,PTHR1 ag,aSyn yeast inh,TDP43 rescue,FUS yeast rescue
Cc1ccc(S(=O)(=O)N2CCCCCC2)cc1[N+](=O)[O-],-3%,u,15%,i,4,i,-4%,u,-7%
Cc1cc(NS(=O)(=O)c2ccc(CC(C)C)cc2)no1,3%,-3%,9%,i,-21,i,2%,18µM*,-12%
Cc1ccc(Nc2nnc(SCC(=O)NCC3CCCO3)s2)cc1C (stereo unspecified),7%,-29%,2%,i,-1,-75%[inhibitor],-4%,17%,-7%
O=C(CCN1C(=O)C2C3C=CC(C4CC34)C2C1=O)Oc1ccc(Br)cc1 (stereo unspecified),3%,-8%,3%,i,-15,-18%,0%,-17%,2%
Clc1ccc(OCc2cn3cccnc3n2)c2ncccc12,-2%,18%,4%,i,-19,-16%,-3%,12%,24%
CCN(C(=O)C(C)OC(=O)C1C(C(=O)OC)=C(C)NC(C)=C1C(=O)OC)c1ccccc1 (stereo unspecified),2%,2%,6%,i,5,-24%,-1%,-5%,-9%
O=C(c1ccc(CSc2ccccc2)cc1)N1CCN(c2ccccc2)CC1,9%,u,-2%,i,3,i,8%,20%,u
COc1ccc2c(c1)c(=O)c(C(=O)c1ccc(C)c(C)c1)cn2CC(=O)Nc1ccc2c(c1)OCCO2,3%,12%,1%,x,x,-6%,x,16%,-19%
COc1cc(NS(=O)(=O)c2ccc(NC(=O)COc3ccccc3C)cc2)nc(OC)n1,-19%,0%,3%,i,-9,19%[57.5 µM],0%,-20%,u

# Next compounds:
SMILES,Abeta rescue,GLP-1R inv ag,GLP1R ag,pAkt inh,D3 antag,PTHR1 ag,aSyn yeast inh,TDP43 rescue,FUS yeast rescue
COc1ccc(-c2oc(=O)c3cc(OC)c(OC)cc3c2C#C[C@]2(O)CC[C@H]3[C@@H]4CCc5cc(OC)ccc5[C@H]4CC[C@@]32C)cc1,-14%,9%,10%,i,15,-23%,-1%,25%,2%
CC(C)C1CC(=O)NC(SCC(=O)Nc2ccc(Br)cc2)=C1C#N (stereo unspecified),10%[9.22 µM],u,0%,i,-8,-22%,1%,21%,-34%
CC1CCN(C(=O)C2CCC(CNc3c(N4CCCCC4)c(=O)c3=O)CC2)CC1 (stereo unspecified),12%,6%,5%,i,-9,i,0%,11%,-24%
COc1cccc(-n2c(=O)c3c(C)c(C(=O)N(C)C)sc3n(CC(=O)NCCc3ccc(OC)c(OC)c3)c2=O)c1,6%&-10%,-9%[7.66 µM],0%,i,13,-17%,8%,-3%&3%,-1%&-1%
COc1ccccc1CNC(=O)C1CCN(S(=O)(=O)c2c(C)noc2/C=C/c2c(C)cc(C)cc2C)CC1,-41%[inhibitor],9%,x,x,x,i,x,16%,-1%
COc1c2ccoc2nc2c(OC)c(OCC(O)C(C)(C)O)ccc12 (stereo unspecified),-15%,3%,4%,i,-5,i,2%,-17%,19%
O=C(Cn1nnc(-c2ccccc2)n1)c1ccccc1,4%,23%,-3%,i,15,i,0%,-23%,-9%
Cc1nn(Cc2ccc([N+](=O)[O-])cc2)c(=O)n1-c1cccc(Cl)c1,4%,3%,4%,i,-4,-17%,2%,23%,1%
C[n+]1cccc2cccc([O-])c21,-2%,-3%,-4%,i,35,i,-1%,15%,31%
Cn1c(C(=O)O)c(CC(=O)N2CCC(Cc3ccccc3)CC2)c2ccccc21,1%,-15%,-7%,i,5,-6%,6%,u,x
CCOCCCNC(=O)CS(=O)(=O)Cc1nc(-c2cccc(OC)c2)oc1C,-3%,5%,3%,i,u,18%[57.5 µM],5%,15%,21%
c1ccc(N2CCN(C3CC4CCC3C4)CC2)cc1 (stereo unspecified),5%,-16%,4%,i,-2,i,0%,10%,-27%
CC(=O)Nc1cccc(NC(=O)CSc2cn(CC(=O)N3CCCC3)c3ccccc23)c1,1%,15%,x,x,x,-3%,x,17%,26%
O=C(/C=C/c1cccc([N+](=O)[O-])c1)Nc1ccc(Cl)cn1,-7%,9%,5%,i,-1,-18%,-1%,1%,-27%
CCOC(=O)C1CCN(c2ccc([N+](=O)[O-])cc2S(=O)(=O)N2CCOCC2)CC1,11%,5%,-1%,i,-11,-13%,-3%,0%,2%
COCCN1CCN(C(=O)C2CCC(=O)N(CCCc3ccccc3)C2)CC1 (stereo unspecified),-1%,22%,3%,i,13,i,6%,-13%,x
COC(=O)C1CCN(C(=O)CSc2nc3nc(C)cc(C)n3n2)CC1,10%,7%,3%,i,5,-20%,0%,6%,5%
Cc1ccc(NC(=O)Cn2c(=O)n(CCCCC(=O)NCCc3ccc(Cl)cc3)c(=O)c3ccccc32)cc1,1%,-1%,0%,x,x,i,x,14%,-16%
O=C(CSCCN1C(=O)c2ccccc2C1=O)Nc1ccc2ccccc2c1,4%,-14%,15%,i,16,-32%[inhibitor],0%,-8%,31%
CN(C(=O)CSc1nc2ccccc2n1Cc1ccccc1C#N)c1ccccc1,-14%,-10%,x,x,x,i,x,4%,19%
Cc1ccccc1OCC(=O)Nc1cc(-c2cccc(Br)c2)nn1-c1ccccc1,0%,5%,x,x,x,i,x,3%,13%
